Assay outcomes (PubChem BioAssay)
RXFP1 ag: agonists of human relaxin receptor RXFP1; Q9HBX9; AID 2676; hit rate 0.3% among 370,000; Potency, µM (top dose mostly 57.5 µM), without a hit: at the top dose activation, most hits filed as activators; HEK293T-RXFP1 cAMP TR-FRET, 30 min; response scale: percent of porcine relaxin response, buffer zero; note: potency is the fitted concentration of half-maximal effect; % is set by controls: 0 for no effect and ±100 for the full control effect; nearly all actives have a fitted effect of over 60% in size; many of its hits are not listed in these tables
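HEK293T cells stably expressing RXFP1 were pretreated with the PDE4 inhibitor Ro 20174, exposed to compounds for 30 min at 37C, lysed, and cAMP was read by TR-FRET. Data normalized to buffer (basal) and 29 nM porcine relaxin (100%).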
LDHA inh: LDHA (human) enzyme inhibition. AID 1347041. activity change, % (values are at about 110 or 230 µM). hit rate 0.15% among 480,000. purified LDHA, NADH/diaphorase-resazurin fluorescence; stronger effect = lower value. P00338; in the data active = activity change below about -30%; inconclusive = mostly about -25% to -30%;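 note: plate controls were DMSO wells for no effect and wells without enzyme for full effect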
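Remaining NADH was detected by diaphorase (0.133 mg/mL) converting 37 µM resazurin to fluorescent resorufin, read at 0 and 20 minutes. The preceding 5-minute room-temperature reaction used 2 nM LDHA, 0.2 mM sodium pyruvate and 0.06 mM NADH at pH 7.4.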
PI4K2A inh: PI4K2A (human) kinase inhibition; Q9BTU6; purified PI4K2A, ADP-Glo luminescence, 1 h; stronger effect = lower value; activity change, negative = inhibition, % at 76.9 µM; hit rate 0.13% among 420,000; in the data active = activity change below about -50%; inconclusive = mostly about -30% to -49%;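 note: -100% = wells without enzyme as full effect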
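Compounds are screened against recombinant PI4K2A using PI as substrate and ATP, the latter dispensed at 300 microM. Reactions run one hour at ambient temperature before ADP-Glo detection; full inhibition defined by wells lacking enzyme.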
Vif-APOBEC3F blk: inhibitors of Vif-A3F interaction; Potency, µM (top dose mostly 46.1 µM), for the others: top-dose activity, negative = active; hit rate 0.2% among 390,000; HeLa A3F-eYFP + Vif (tagged APOBEC3F with the HIV-1 protein that degrades it), YFP fluorescence increase; note: potency is the fitted concentration of half-maximal effect; % of control where 0% means no effect; nearly all actives have a fitted effect of over 65% in size
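Fluorescence increase (Ex 488/Em 500-530) after overnight compound treatment at 37 deg C flags inhibition of Vif-driven A3F-eYFP loss in stable HeLa A3F-eYFP/Vif cells seeded overnight beforehand.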
Vif-APOBEC3G blk: blocks the Vif interaction with human APOBEC3G. Q9HC16. HeLa A3G-eYFP + Vif (tagged APOBEC3G with the HIV-1 protein that degrades it), YFP fluorescence, overnight. Potency, µM (titrated, usually from 46.1 µM), for the others: at the highest dose activity, negative = active, actives largely listed as inhibitors. hit rate 0.076% among 410,000;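 note: potency is the fitted concentration of half-maximal effect; % is set by controls: 0 for no effect and ±100 for the full control effect; nearly all actives have a fitted effect of over 60% in size; hits raise eYFP signal because A3G escapes Vif-driven loss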
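HeLa cells stably expressing Vif and C-terminally eYFP-tagged A3G, seeded overnight at 37 deg C, then exposed to compound by pintool overnight at 37 deg C. Rise in yellow fluorescence (Ex 488/Em 500-530, Acumen) marks blocked Vif-driven A3G degradation.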
TrxR1 substrate: is turned over as a substrate by rat TrxR1; O89049; purified TrxR1 substrate turnover, NADPH consumption readout; Potency, µM (titrated, usually from 114 µM), without a hit: at the highest dose activity change, negative = substrate turnover; hit rate 0.01% among 390,000; AID 588456; note: potency is the fitted concentration of half-maximal effect; % is set by controls: 0 for no effect and ±100 for the full control effect; nearly all actives have a fitted effect of over 50% in size
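Rat TrxR1, dispensed at 90 nM, was prereduced with 400 uM NADPH (final) for 5 min at ~22 deg C, then incubated with compound 15 min before 400 uM selenite. A first-read NADPH fluorescence drop versus no-compound background flagged substrates.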
IDH1 R132H inh: inhibitors of human mutant IDH1 R132H; AID 602179; Potency, µM (top dose mostly 76.6 µM), without a hit: top-dose activity change, negative = inhibition, actives largely listed as inhibitors; hit rate 0.093% among 390,000; IDH1-R132H enzyme, NADPH consumption, diaphorase/resazurin fluorescence; note: potency is the fitted concentration of half-maximal effect; % is set by controls: 0 for no effect and ±100 for the full control effect; nearly all actives have a fitted effect of over 65% in size
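IDH1-R132H (0.5 ug/mL dispensed) in pH 7.5 Tris buffer was preincubated 30 min with compound, then given a substrate mix of 0.016 mM NADPH and 2 mM alpha-KG for 80 min at room temperature; remaining NADPH was read by diaphorase/resazurin fluorescence.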
USP1 inh: inhibitors of human USP1/UAF1 deubiquitinase. O94782. hit rate 0.23% among 390,000. Potency, µM (series often up to 57.1 µM), for the others: at the highest dose activity change, negative = inhibition, actives largely listed as inhibitors. recombinant USP1/UAF1, Ub-Rhodamine cleavage fluorescence. AID 743255; note: potency is the fitted concentration of half-maximal effect; % is set by controls: 0 for no effect and ±100 for the full control effect; nearly all actives have a fitted effect of over 60% in size; inactives centre near -12
Target sequence (O94782 whole entry, looked up): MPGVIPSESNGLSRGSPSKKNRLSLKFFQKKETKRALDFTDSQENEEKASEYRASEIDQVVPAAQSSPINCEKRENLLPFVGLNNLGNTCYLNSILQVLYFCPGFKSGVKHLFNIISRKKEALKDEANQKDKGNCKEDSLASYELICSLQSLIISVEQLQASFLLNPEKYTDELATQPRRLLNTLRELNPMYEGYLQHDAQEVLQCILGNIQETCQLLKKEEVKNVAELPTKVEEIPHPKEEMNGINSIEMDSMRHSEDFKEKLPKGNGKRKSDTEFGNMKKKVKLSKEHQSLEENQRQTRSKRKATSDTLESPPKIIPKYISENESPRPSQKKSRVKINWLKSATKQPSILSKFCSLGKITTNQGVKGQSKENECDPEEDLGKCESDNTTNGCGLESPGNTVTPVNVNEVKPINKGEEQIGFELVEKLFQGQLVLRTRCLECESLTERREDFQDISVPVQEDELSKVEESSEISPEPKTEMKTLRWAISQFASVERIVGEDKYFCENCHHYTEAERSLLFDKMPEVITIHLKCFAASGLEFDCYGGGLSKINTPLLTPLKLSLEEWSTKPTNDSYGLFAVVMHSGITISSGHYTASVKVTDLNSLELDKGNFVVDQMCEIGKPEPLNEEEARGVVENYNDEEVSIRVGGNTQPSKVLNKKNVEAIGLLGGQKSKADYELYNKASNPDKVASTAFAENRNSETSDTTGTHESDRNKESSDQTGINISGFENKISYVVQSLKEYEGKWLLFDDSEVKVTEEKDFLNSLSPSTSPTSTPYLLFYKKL
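High-throughput fluorogenic screen: 1nM USP1/UAF1 complex, Ub-Rho substrate 150nM final, 50mM HEPES pH 7.8 with 0.5mM EDTA, 0.1 mg/ml BSA, 1mM TCEP and 0.01% Tween-20.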
Glioma ERSR ind: inducers of ER stress response in human glioma cells; U87-MG GRP78 promoter luciferase reporter, 16 h; Potency, µM, for inactives: top-dose activation, actives largely listed as activators; hit rate 0.02% among 420,000; AID 602332; note: potency is the fitted concentration of half-maximal effect; series mostly up to about 76 µM; % of control where 0% means no effect; nearly all actives have a fitted effect of over 35% in size
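ERSR induction read as luciferase luminescence (Bright-Glo, 10 min at room temperature) in stably transfected human U87-MG glioma cells exposed to compounds for 16 h, using GRP78 as sensor.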
An asterisk follows results filed as active; ? = inconclusive; . = no result given; [ ] = remark or other dose. Unless noted, calls come from the whole dose curve; as a rule, active = well fitted curve in the direction sought with a large enough effect; inconclusive = small, poorly fitted or top-dose-only effect, or another doubt; inactive = no such curve, though single readings can be large; an effect the other way counts as inactive or inconclusive.

SMILES | RXFP1 ag | LDHA inh | PI4K2A inh | Vif-APOBEC3F blk | Vif-APOBEC3G blk | TrxR1 substrate | IDH1 R132H inh | USP1 inh | Glioma ERSR ind
Cc1nc(Cl)c(C(=O)NC(=O)Nc2cccc(C(F)(F)F)c2)c(C)c1[N+](=O)[O-] | 0.6% | 2 | 2 | -1% | -5% | -6% | 8% | -15% | 1%
Cc1ccccc1C(=O)c1c[nH]c(C(=O)N=CN(C)C)c1 | 0.4% | -2 | 5 | 6% | -3% | -1%[57.1 µM] | 3% | -22% | -9%
O=C(OCc1ccccc1F)c1cnc(Cl)c(Cl)c1 | -0.6% | -4 | -1 | ? | 0% | 7% | 12% | -16% | -4%
O=C(Oc1ccc(F)cc1)c1ccc2c(=O)n3c(nc2c1)CCC3 | 0.9% | -6 | -17 | 2% | 2% | -3% | 3% | -6% | -2%
CCOC(=O)C1=C(N)OC2=C(C(=O)CC(C)C2)C1c1cccnc1 (configuration not stated) | 0.9% | -3 | 1 | 6% | 1% | 0%[57.1 µM] | 2% | -16% | -1%
C[C@@H](C(=O)OCC(=O)c1ccc(F)c(F)c1)N1C(=O)C2CCCCC2C1=O (some centres not stated) | . | -10 | -2 | -2% | 0% | -5% | -7% | 2% | -4%
Cc1oc2c(cc(NS(=O)(=O)c3ccc(Br)cc3)c3ccccc32)c1C(=O)OCc1ccccc1 | 8.4% | 13 | 1 | ? | -6% | 1% | 0% | ? | 0%
O=C1c2ccccc2C(=O)N1Cc1cc(-c2ccccc2Cl)no1 | 2.6% | -3 | 2 | -15% | 0% | 4% | 8% | -22% | 1%
CN(C)/N=C/C=C1\CC/C(=C\c2ccc(F)c(F)c2)C1=O | . | -4 | 2 | 1% | 3% | -2%[57.1 µM] | -8% | -2% | -4%
CN1CCc2c(sc(/N=C/c3cc(C(C)(C)C)ccc3O)c2C#N)C1 | 1.7% | 7 | -2 | ? | -13% | -3% | -1% | ? | -4%
COCCNC(=O)CSc1nc2cc3c(cc2c(=O)n1CCCCCC(=O)NCCc1ccc(OC)c(OC)c1)OCO3 | 1.8% | -4 | 7 | 0% | -1% | 1%[57.1 µM] | 3% | ? | 1%
C/C(=N/N1CCN(Cc2ccccc2)CC1)c1ccc(Br)cc1 | 0.2% | 0 | 1 | 0% | 0% | -3% | 5% | -3% | -5%
Cc1ccc(NC(=O)NC(=O)CSc2nnnn2C)c(C)c1 | 0.8% | -1 | -2 | -23% | 0% | 6% | 2% | -3% | 4%
COC(=O)c1ccc(NS(=O)(=O)c2ccc3c(c2)n(C)c(=O)c(=O)n3C)cc1 | 6.7% | -5 | -7 | -3% | 5% | -2% | 7% | -10% | -3%
O=C(CN1C(=O)NC(c2ccccc2)(c2ccccc2)C1=O)Nc1ccc2[nH]c(=O)[nH]c2c1 | 0.8% | -9 | -2 | 3% | -1% | -10% | -4% | -10% | -4%
N#CC1(NC(=O)CSc2nnc(-c3ccccc3F)n2N)CCCCC1 | 2.0% | 1 | 1 | -3% | 2% | 2%[57.1 µM] | 0% | -22% | -4%
O=C(Cn1ccc2ccccc2c1=O)NCCC(=O)Nc1ccc2c(c1)OCCO2 | -2.1% | 0 | 1 | 0% | 1% | 6% | 6% | -8% | -3%
CCN(CC)C(=O)CSc1nc2c(sc(=S)n2-c2ccccc2)c(=O)n1Cc1ccco1 | 0.0% | 1 | -15 | -3% | -4% | 3% | 0% | -18% | -4%
O=c1[nH]c2cc(Cl)c(Cl)cc2o1 | . | -1 | 8 | 9% | 1% | 1%[11.4 µM] | 2% | -6% | -2%
Cc1cccc(NNC(N)=S)c1 | -0.3% | 12 | -3 | 5% | 0% | 1%[57.1 µM] | 4% | 0% | -1%
O=C(NCc1ccccc1F)Nc1ccc([N+](=O)[O-])cc1 | 1.3% | -9 | -14 | -17% | -1% | 5%[57.1 µM] | 6% | -14% | 3%
CN(CC(=O)Nc1ccccc1Cl)C(=O)CSC(=S)N1CCCC1 | -0.1% | -7 | -2 | ? | -1% | 0% | 1% | -11% | -4%
CCOC(=O)CN(C(=O)CSc1nnc(-c2ccncc2)n1CCCOC)c1ccccc1 | 2.2% | -8 | 1 | . | -7% | -4% | 2% | -1% | 0%
COc1ccc(NC(=O)Cc2c(F)c(F)c(F)c(F)c2F)cc1OC | -0.3% | 0 | 0 | ? | 0% | 2% | 0% | -22% | -2%
COc1ccc(C(=O)N2CCN(c3cccc(Cl)c3)CC2)c(OC)c1 | 0.8% | 0 | 6 | -8% | ? | -3%[57.1 µM] | 12% | -8% | -3%

A second format for part of the listing above:
compound,RXFP1 ag,LDHA inh,PI4K2A inh,Vif-APOBEC3F blk,Vif-APOBEC3G blk,TrxR1 substrate,IDH1 R132H inh,USP1 inh,Glioma ERSR ind
O=C(Oc1ccc(F)cc1)c1ccc2c(=O)n3c(nc2c1)CCC3,0.9%,-6,-17,2%,2%,-3%,3%,-6%,-2%
CCOC(=O)C1=C(N)OC2=C(C(=O)CC(C)C2)C1c1cccnc1 (configuration not stated),0.9%,-3,1,6%,1%,0%[57.1 µM],2%,-16%,-1%
C[C@@H](C(=O)OCC(=O)c1ccc(F)c(F)c1)N1C(=O)C2CCCCC2C1=O (some centres not stated),.,-10,-2,-2%,0%,-5%,-7%,2%,-4%

Next records follow:
SMILES | RXFP1 ag | LDHA inh | PI4K2A inh | Vif-APOBEC3F blk | Vif-APOBEC3G blk | TrxR1 substrate | IDH1 R132H inh | USP1 inh | Glioma ERSR ind
CSCCC(NC(=O)c1ccco1)C(=O)NCC(c1ccccc1)N(C)C (configuration not stated) | 0.2% | 0 | -5 | 1% | -11% | 1% | -1% | -12% | 2%
CC(C#N)(NC(=O)CN1CCN(S(=O)(=O)c2cccc(F)c2)CC1)C1CC1 (configuration not stated) | . | -8 | -2 | -9% | -5% | . | 7% | ? | -4%
C/C(=N\NC(=O)C1CC1)c1ccc(N2CCOCC2)cc1 | 0.5% | 0 | -8 | 0% | 9% | 6% | -6% | -11% | 1%
O=C(COC(=O)c1ccc(O)cc1)Nc1cc(S(=O)(=O)N2CCOCC2)ccc1Cl | -0.4% | -1 | -2 | 0% | 1% | -3% | 3% | -2% | -1%
COc1ccc(S(=O)(=O)Nc2ccc(S(=O)(=O)N3CCCCC3)cc2)cc1OC | 2.1% | 6 | 4 | 1% | -3% | -1% | 6% | -19% | -3%
NC(=O)C[n+]1ccc(/C=N/O)cc1 | -1.6% | 1 | -2 | -5% | 1% | -5% | -6% | -4% | -2%
Cc1ccc(CNC(=O)C2CCC(=O)N2Cc2ccccc2Cl)cc1 (configuration not stated) | 2.9% | -4 | 2 | -10% | -5% | -2% | 0% | -17% | 1%
O=C(CCn1cnc2onc(-c3ccc(F)cc3)c2c1=O)N1CCN(c2ccc(F)cc2)CC1 | -2.4% | -2 | 0 | 0% | 0% | -8% | -1% | -22% | -3%
COc1ccc(N(CC(=O)NC2CCCCC2)C(=O)CNC(=O)c2ccco2)c(OC)c1 | 0.1% | 1 | 5 | 7% | 1% | -3% | 2% | -13% | -4%
CCCCn1c(=N)n(CC(=O)O)c2ccccc21 | -2.1% | -10 | -3 | 1% | -1% | 2%[57.1 µM] | -2% | 2% | -8%
CCCSC1=C(C#N)C(c2ccc(OC)cc2)C2=C(CC(C)(C)CC2=O)N1 (configuration not stated) | 1.8% | -6 | -3 | -4% | 2% | 5% | 0% | -7% | -10%
CCN(CC)S(=O)(=O)c1cccc(C(=O)OCC(=O)NC(C)c2ccccc2)c1 (configuration not stated) | 1.3% | -1 | -2 | 8% | -2% | -3% | 0% | -12% | -3%
CCCCN1Cc2cc(C(=O)c3cc(OC)ccc3O)cnc2NC1=O | 0.3% | -4 | -8 | -2% | -4% | -11% | -1% | -5% | 0%
O=C(COc1cccc(C(F)(F)F)c1)Nc1cccnc1 | 0.2% | 2 | -2 | 6% | 0% | 0% | -7% | -31% | 0%
CC(Sc1nc2ccccc2c(=O)n1C)C(=O)Nc1ccc2c(c1)OCCO2 (configuration not stated) | ? | -7 | 0 | 0% | -1% | 2% | 3% | -7% | -1%
Cc1c(-c2nc(-c3ccncc3)no2)cccc1[N+](=O)[O-] | 0.2% | -3 | -3 | 2% | -12% | 0% | 4% | -4% | 0%
COc1ccc(N2CCN(C(=O)CCc3c(C)nc4c(-c5ccccc5)c(C)nn4c3C)CC2)cc1 | 0.4% | 5 | 1 | -9% | -3% | 2% | -3% | ? | -4%
CC(C)(C)OC(=O)CN1c2cccc3cccc(c23)S1(=O)=O | 1.1% | -3 | 2 | 2% | 1% | 6% | 2% | -18% | 3%
COc1cc2c(cc1OC)C(c1ccc(Br)cc1)NCC2 (configuration not stated) | . | -11 | 20 | 8% | -1% | -9% | -7% | -15% | -2%
Cc1ccc(NC(=O)COC(=O)c2ccc(S(=O)(=O)N3CCCCC3)cc2)cc1 | -1.1% | -3 | 4 | 7% | 0% | -2% | 1% | -18% | -6%
CCCCCCC(=O)Nc1ccc(Br)cn1 | 3.9% | -4 | 2 | 2% | -10% | 5% | 7% | -12% | 3%
C=CC[C@H](CC(=O)NCCO)C(=O)NC[C@H](OC(=O)[C@@H](CC=C)Cc1ccc(F)cc1)c1ccccc1 | . | -2 | 2 | 3% | 2% | 3%[57.1 µM] | -3% | -1% | 0%
CC(=O)c1cccc(NC(=O)c2ccc(OC3CSC3)cc2)c1 | 15% | -2 | 5 | 16% | 1% | 5% | -7% | -20% | 3%

A portion of the library; count on the stated rates, not on these rows.
